IDH1 mut inh: blocks human IDH1 R132H reductase activity; O75874; diaphorase/resazurin fluorescence, 60 min; inhibition, % at 10 µM; hit rate 0.18% among 70,000; AID 624101; in the data active = inhibition above about 34%;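 also: 0% = DMSO and 100% = no enzyme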
EZH2 inh: inhibitors of human EZH2/PRC2 methyltransferase; inhibition, % at 12.5 µM; AID 651548; PRC2 H3K27 methylation, DELFIA TRF, 1 h; hit rate 0.35% among 57,000;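 active = mean inhibition of replicates at least 50% and every single replicate also reaching 50%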;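 also: dimethyl H3K27 on biotinylated H3 21-44 peptide detected by antibody; plate controls were median neutral control wells for no effect and median positive control wells for full effect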
Target sequence (Q15910 whole entry, looked up): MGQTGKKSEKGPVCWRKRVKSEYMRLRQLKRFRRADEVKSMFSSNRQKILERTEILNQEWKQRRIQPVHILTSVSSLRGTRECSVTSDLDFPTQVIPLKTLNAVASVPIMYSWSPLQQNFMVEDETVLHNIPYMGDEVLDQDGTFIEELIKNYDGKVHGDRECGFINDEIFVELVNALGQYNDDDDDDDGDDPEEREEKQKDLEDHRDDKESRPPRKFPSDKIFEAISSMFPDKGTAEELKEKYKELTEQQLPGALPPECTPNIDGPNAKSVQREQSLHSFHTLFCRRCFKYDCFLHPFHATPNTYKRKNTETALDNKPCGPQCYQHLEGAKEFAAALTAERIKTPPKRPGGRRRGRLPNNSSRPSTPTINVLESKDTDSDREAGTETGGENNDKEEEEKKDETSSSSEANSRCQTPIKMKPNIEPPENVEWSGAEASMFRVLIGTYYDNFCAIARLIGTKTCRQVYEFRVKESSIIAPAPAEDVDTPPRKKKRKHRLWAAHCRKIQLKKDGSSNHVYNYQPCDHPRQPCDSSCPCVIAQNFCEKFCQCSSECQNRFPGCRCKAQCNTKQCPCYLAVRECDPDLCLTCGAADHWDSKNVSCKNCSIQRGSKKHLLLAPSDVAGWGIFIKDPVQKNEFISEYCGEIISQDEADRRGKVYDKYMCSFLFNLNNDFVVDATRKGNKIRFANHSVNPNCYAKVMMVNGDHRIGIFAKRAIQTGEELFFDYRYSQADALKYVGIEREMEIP
Active calls of the source: *; x = not tested or not shown; & = joins results of further samples. Not all compounds are listed. The share of hits here may be higher or lower than overall.

SMILES,EZH2 inh,IDH1 mut inh
CCCC(=O)Nc1ccc2c(c1)OC[C@H](C)N(Cc1ccccc1)C[C@@H](C)[C@@H](OC)CN(C)C2=O,-10.0,0.1
COc1ccc(/C=N/NC(=O)c2ccccn2)c(OC)c1,0.4,0.2
CO[C@H]1CN(C)C(=O)c2ccc(NC(=O)C3CC3)cc2OC[C@@H](C)N(C(=O)CN(C)C)C[C@H]1C,9.0,0.0
CS(=O)(=O)Nc1ccc2c(c1)[C@@H]1C[C@H](CC(=O)NCc3cccnc3)O[C@H](CO)[C@@H]1O2,-9.6,-1.2
O=C(NCc1ccco1)c1cc(-c2cccnc2)nc2ccc(Cl)cc12,-8.7,0.2
C[C@H](CO)N1C[C@H](C)[C@@H](CN(C)Cc2ccc3c(c2)OCCN3C)OCc2cn(nn2)CCCC1=O,7.7,-0.4
COCC#Cc1ccc2c(c1)O[C@@H](CN(C)Cc1ccccc1F)[C@@H](C)CN([C@@H](C)CO)S2(=O)=O,7.3,0.0
COc1ccc(-c2cnc3c(c2)C(=O)N([C@H](C)CO)C[C@H](C)[C@H](CN(C)C)O3)cc1,-24.8&-14.4,-4.5&-0.2
C[C@@H]1CCCCO[C@H](CN(C)C(=O)CCC(F)(F)F)[C@H](C)CN([C@@H](C)CO)C(=O)c2cc(NS(=O)(=O)c3ccc(Cl)cc3)ccc2O1,x,-0.2
CCC(=O)N(C)C[C@H]1Oc2ncc(C#CCC(C)C)cc2C(=O)N([C@H](C)CO)C[C@@H]1C,-1.2,-1.0

(next part)
SMILES,EZH2 inh,IDH1 mut inh
C[C@@H]1CCCCO[C@@H](CN(C)S(=O)(=O)c2cn(C)cn2)[C@@H](C)CN([C@@H](C)CO)C(=O)c2cc(NC(=O)Nc3ccccc3)ccc2O1,x,-6.9
Cc1cccc(NC(=O)C(=O)NCCCO)c1,x,1.7
C[C@@H]1CN([C@H](C)CO)C(=O)Cc2cc(NC(=O)Cn3cnnn3)ccc2O[C@H]1CN(C)Cc1ccc(Cl)c(Cl)c1,-10.0,0.4
CC(C)c1ccc2oc(-c3ccc(Cl)c(NC(=O)COc4ccc([N+](=O)[O-])cc4)c3)nc2c1,-2.6,0.2
O=C(N/N=C/c1ccc(CO)o1)c1ccccn1,10.2,x
C[C@H]1CN([C@@H](C)CO)C(=O)c2cccc(NC(=O)c3ccncc3)c2O[C@H]1CN(C)CC1CC1,3.0,-0.8
Cc1ccc(S(=O)(=O)Nc2ccc3c(c2)C(=O)N([C@H](C)CO)C[C@H](C)[C@H](CN(C)C(=O)CCCN(C)C)OCCCC[C@@H](C)O3)cc1,x,3.3
Cc1ccc(S(=O)(=O)N(C)C[C@@H]2Oc3ccc(NC(=O)Nc4ccc(F)cc4)cc3CC(=O)N([C@@H](C)CO)C[C@H]2C)cc1,-40.1,0.1
C[C@H]1CCCCO[C@H](CN(C)C(=O)NC2CCCCC2)[C@@H](C)CN([C@@H](C)CO)C(=O)c2cc(NC(=O)c3ccccc3)ccc2O1,x,0.3
COc1ccc(S(=O)(=O)N(C)C[C@H]2Oc3c(NS(=O)(=O)c4c(C)noc4C)cccc3C(=O)N([C@@H](C)CO)C[C@H]2C)cc1,x,-0.7

Some of the entries so far, with each value named.
Cc1ccc(S(=O)(=O)N(C)C[C@@H]2Oc3ccc(NC(=O)Nc4ccc(F)cc4)cc3CC(=O)N([C@@H](C)CO)C[C@H]2C)cc1
- EZH2 inh: -40.1
- IDH1 mut inh: 0.1
C[C@H]1CCCCO[C@H](CN(C)C(=O)NC2CCCCC2)[C@@H](C)CN([C@@H](C)CO)C(=O)c2cc(NC(=O)c3ccccc3)ccc2O1
- EZH2 inh: x
- IDH1 mut inh: 0.3

(listing goes on)
SMILES,EZH2 inh,IDH1 mut inh
C[C@@H]1CN([C@@H](C)CO)C(=O)c2cccc(NC(=O)c3nc4ccccc4s3)c2O[C@@H]1CN(C)C(=O)Nc1ccc2c(c1)OCO2,x,0.5
CCn1c(SCC(=O)Nc2sc3c(c2C#N)CCC(C(C)(C)C)C3)nnc1-c1cccc(C)c1 (stereo unspecified),-13.3,0.3
CCCNC(=O)N1C[C@@H](C)[C@@H](OC)CN(C)C(=O)c2ccc(NS(C)(=O)=O)cc2OC[C@@H]1C,6.9,0.3
C[C@H]1CCCCO[C@H](CN(C)C(=O)Cc2ccccc2)[C@@H](C)CN([C@@H](C)CO)C(=O)c2cc(NC(=O)c3ccccc3)ccc2O1,x,0.1
COC(=O)CCCCCCC(=O)Nc1ccc(C2OC(CSc3nc4ccccc4s3)CC(c3ccccc3)O2)cc1 (stereo unspecified),4.6,x
C[C@@H]1CN([C@@H](C)CO)C(=O)c2cc(NS(=O)(=O)c3ccccc3)ccc2O[C@@H](C)CCCCO[C@H]1CN(C)C(=O)c1ccccc1,x,2.7
C[C@@H]1CN([C@@H](C)CO)S(=O)(=O)c2ccc(C#CCN(C)C)cc2O[C@@H]1CN(C)C(=O)CC1CC1,x,-0.4
Cc1noc(C)c1S(=O)(=O)Nc1ccc2c(c1)C(=O)N([C@H](C)CO)C[C@H](C)[C@@H](CN(C)C)OCCCC[C@H](C)O2,x,2.2
C[C@@H]1CCCCO[C@H](CN(C)C)[C@H](C)CN([C@@H](C)CO)C(=O)c2cc(NS(=O)(=O)c3ccc(Cl)cc3)ccc2O1,-1.4,2.6
O=C(C1=C[C@@H](C2CC2)C[C@@H](OCc2ccc(CO)cc2)O1)N1CCN(Cc2ccccc2)CC1,0.7,x

Other entries:
SMILES,EZH2 inh,IDH1 mut inh
CCCN(C)C[C@H]1Oc2cc(C#CCN(C)C)ccc2S(=O)(=O)N([C@H](C)CO)C[C@H]1C,-4.9,-0.6
COc1ccc(S(=O)(=O)Nc2cccc3c2O[C@H](CN(C)C(=O)Nc2ccc(C(F)(F)F)cc2)[C@H](C)CN([C@H](C)CO)C3=O)cc1,x,1.3
CC(C)NC(=O)N(C)C[C@@H]1Oc2c(NS(=O)(=O)c3ccc(Cl)cc3)cccc2C(=O)N([C@@H](C)CO)C[C@H]1C,-8.3,x
C[C@H](CO)N1C[C@H](C)[C@H](CN(C)C(=O)Cc2ccccc2)Oc2cc(-c3ccccc3)ccc2S1(=O)=O,x,2.5
C[C@@H](O)C#Cc1cnc2c(c1)C(=O)N([C@@H](C)CO)C[C@H](C)[C@H](CN(C)C(=O)c1ccccc1F)O2,12.1,x
O=C(CN1CCOCC1)NCC[C@@H]1CC[C@@H](NC(=O)c2ccccc2F)[C@H](CO)O1,8.2,0.3
Cc1noc(C)c1S(=O)(=O)Nc1ccc2c(c1)C(=O)N([C@H](C)CO)C[C@H](C)[C@H](CN(C)Cc1ccc(C(=O)Nc3ccccc3N)cc1)O2,-20.4,x
O=[N+]([O-])c1ccc(NCCNCc2cccnc2)cc1,11.0,0.3
COc1ccc(S(=O)(=O)N(C)C[C@H]2Oc3ccc(NS(=O)(=O)c4cn(C)cn4)cc3CC(=O)N([C@@H](C)CO)C[C@H]2C)cc1,x,0.1
CN(C)C(=O)C[C@@H]1CC[C@@H](NC(=O)NC2CCCC2)[C@@H](CO)O1,5.8,0.1

Next part:
SMILES,EZH2 inh,IDH1 mut inh
C[C@@H]1CN([C@@H](C)CO)C(=O)c2cc(C#Cc3ccc(F)cc3)cnc2O[C@H]1CN(C)Cc1ccccn1,x,0.0
CC(=O)N[C@@H]1CC[C@@H](CC(=O)NCC2CCCCC2)O[C@@H]1CO,-10.4,0.1
O=C(C[C@@H]1C=C[C@@H](NC(=O)C2CCC2)[C@@H](CO)O1)NC1CCC1,-1.6,0.1
Cc1cc(Cl)ccc1NC(=O)CSc1nnc(-c2ccc(Br)cc2)n1C,18.7,0.1
C[C@H](CO)N1C[C@H](C)[C@@H](CN(C)C(=O)Nc2ccc3c(c2)OCO3)OCCCC[C@H](C)Oc2ccc(NS(=O)(=O)c3ccc(Cl)cc3)cc2C1=O,x,0.4
Cc1ccc(-c2ccc3c(c2)O[C@H](CN(C)S(C)(=O)=O)[C@H](C)CN([C@H](C)CO)S3(=O)=O)cc1,-4.8,-1.7
C[C@H](CO)N1C[C@H](C)[C@@H](CN(C)C(=O)C2CCC2)Oc2cc(C#CCN(C)C)ccc2S1(=O)=O,-15.5,1.0
C[C@H](CO)N1C[C@H](C)[C@@H](CN(C)C(=O)Nc2ccc(C(F)(F)F)cc2)OCCCC[C@H](C)Oc2ccc(NC(=O)Nc3cccc4ccccc34)cc2C1=O,x,2.5
CC(C)(C)C(=O)COc1cccc(NC(=O)c2ccc([N+](=O)[O-])cc2)c1,12.4,-0.2
Cc1cc(N2CCOCC2)c2c(N)cc(C)c(C)c2n1,-4.6,-0.5

Going on with the list.
SMILES,EZH2 inh,IDH1 mut inh
C[C@@H]1CN([C@@H](C)CO)C(=O)c2cc(NS(C)(=O)=O)ccc2O[C@@H](C)CCCCO[C@H]1CN(C)C(=O)NC1CCCCC1,x,0.2
Cc1noc(C)c1NC(=O)N(C)C[C@H]1Oc2c(NC(=O)c3ccc(-c4nccs4)cc3)cccc2C(=O)N([C@@H](C)CO)C[C@@H]1C,x,-2.4
CCC(=O)N[C@H]1CC[C@@H](CCn2cc(CN(C)C)nn2)O[C@H]1CO,4.5,0.2
Cc1ccc(C)c(-n2nnnc2SCC(=O)Nc2ccccc2[N+](=O)[O-])c1,19.6,-0.2
COC(=O)[C@H]1N=C(c2ccc(OCCCO)cc2)O[C@H]1c1ccccc1N=[N+]=[N-],-2.8,x
C[C@@H]1CCCCO[C@@H](CN(C)C(=O)NC2CCCCC2)[C@@H](C)CN([C@@H](C)CO)C(=O)c2cc(NS(=O)(=O)c3cn(C)cn3)ccc2O1,x,3.9
CCCN1C[C@@H](C)[C@@H](OC)CN(C)C(=O)c2ccc(NC(=O)C3CCC3)cc2OC[C@H]1C,4.1,0.1
Cc1c(CNC(=O)c2cnn3c2NC(c2ccc(Br)cc2)CC3C(F)(F)F)cnn1C (stereo unspecified),3.6,0.1
COc1ccc(-c2ccc3c(c2)O[C@@H](CN(C)C(=O)c2ccccc2F)[C@H](C)CN([C@@H](C)CO)S3(=O)=O)cc1,x,1.9
C[C@H](CO)N1C[C@H](C)[C@H](CN(C)C(=O)c2ccccc2)Oc2ncc(C#CC3CC3)cc2C1=O,-2.6,-3.4

Two records picked at random from the list so far, as already listed:
SMILES,EZH2 inh,IDH1 mut inh
Cc1c(CNC(=O)c2cnn3c2NC(c2ccc(Br)cc2)CC3C(F)(F)F)cnn1C (stereo unspecified),3.6,0.1
CCCNC(=O)N1C[C@@H](C)[C@@H](OC)CN(C)C(=O)c2ccc(NS(C)(=O)=O)cc2OC[C@@H]1C,6.9,0.3

The list continues:
SMILES,EZH2 inh,IDH1 mut inh
CO[C@@H]1CN(C)C(=O)c2ccc(NC(=O)C3CCOCC3)cc2OC[C@@H](C)N(C(C)=O)C[C@H]1C,3.9,0.0
CC(C)NC(=O)N(C)C[C@@H]1Oc2ccc(NS(=O)(=O)c3ccc(F)cc3)cc2CC(=O)N([C@@H](C)CO)C[C@@H]1C,11.7,-0.2
COc1ccc(S(=O)(=O)N[C@H]2CC[C@@H](CC(=O)NCc3ccccc3F)O[C@H]2CO)cc1,-2.1,-0.3
C[C@@H]1CN([C@@H](C)CO)C(=O)c2cc(C#CCN(C)C)cnc2O[C@H]1CN(C)C(=O)CCN1CCCCC1,x,0.4
O=C(N[C@@H]1CC[C@@H](CCNS(=O)(=O)c2ccc(Cl)cc2)O[C@H]1CO)c1cccc(F)c1,0.6,-0.1
C[C@@H]1CN([C@H](C)CO)C(=O)c2c(c3ccccc3n2C)-c2ccccc2CO[C@@H]1CN(C)C(=O)CCC(F)(F)F,1.1,7.1
CCOC(=O)CSc1nnc(-c2ccccc2)n1-c1cccc(C)c1,-6.6,1.2
C[C@H]1CN([C@@H](C)CO)C(=O)c2cc(/C=C/c3ccccc3)cnc2O[C@H]1CN(C)C(=O)c1ccc2c(c1)OCO2,-10.5,0.0
COc1ccc(S(=O)(=O)N(C)C[C@H]2Oc3ccc(NS(=O)(=O)c4ccc(F)cc4)cc3CC(=O)N([C@H](C)CO)C[C@@H]2C)cc1,x,-0.5
COc1ccc(NC(=O)N(C)C[C@H]2Oc3ccc(NC(=O)CCCN(C)C)cc3C(=O)N([C@@H](C)CO)C[C@@H]2C)cc1,-4.7,0.1

Next compounds.
SMILES,EZH2 inh,IDH1 mut inh
N#Cc1c(NC(=O)C2CC(Cl)=CCC2C(=O)O)sc2c1CCC2 (stereo unspecified),-13.1,0.2
C/C=C/c1ccc2c(c1)O[C@@H](CN(C)C(=O)Cc1cccnc1)[C@H](C)CN([C@H](C)CO)S2(=O)=O,-7.7,12.0
CO[C@@H]1CN(C)C(=O)c2cc(NC(=O)NC(C)C)ccc2OC[C@@H](C)N(C(=O)CN(C)C)C[C@@H]1C,-6.4,0.0
C[C@@H]1CN([C@H](C)CO)C(=O)c2cc(NC(=O)c3ccncc3)ccc2O[C@@H](C)CCCCO[C@H]1CN(C)S(=O)(=O)c1cn(C)cn1,x,1.2
C[C@H](CO)N1C[C@H](C)[C@@H](CN(C)S(=O)(=O)c2ccccc2C#N)OCc2cn(nn2)CCCC1=O,x,1.2
C[C@H]1CN([C@@H](C)CO)C(=O)Cc2cc(NS(=O)(=O)c3ccc(Cl)cc3)ccc2O[C@@H]1CN(C)Cc1ccc(C(=O)O)cc1,x,-0.6
CN(C)CC(=O)Nc1ccc2c(c1)[C@@H]1C[C@H](CC(=O)NCc3ccc(Cl)cc3)O[C@@H](CO)[C@@H]1O2,-3.7,-1.5
COc1cccc(S(=O)(=O)N(C)C[C@@H]2Oc3ncc(-c4cccc(C(=O)N(C)C)c4)cc3C(=O)N([C@@H](C)CO)C[C@@H]2C)c1,-6.4,x
CCC(=O)N(C)C[C@H]1Oc2cc(C#CCC3CCCC3)ccc2S(=O)(=O)N([C@@H](C)CO)C[C@@H]1C,-5.2,5.8
C[C@@H]1CN([C@@H](C)CO)S(=O)(=O)c2ccc(-c3ccncc3)cc2O[C@H]1CN(C)C(=O)Nc1ccc(F)cc1,-19.5,x

Compound activity from PubChem.
